Pin1 inh = blocks the human prolyl isomerase Pin1 | Pin1 FP peptide displacement, HiFluor488, 10 min | Potency, µM (top dose mostly 115 µM), for inactives: at the top dose activity, negative = inhibition, actives largely listed as inhibitors | hit rate 0.009% among 390,000; active = well fitted inhibition curve with a large enough effect in the polarisation, with a control signal flat, not every such curve was filed as active; inconclusive = small, poorly fitted or top-dose-only effect, or effect the other way, or a change in a side signal; inactive = no such curve, though single readings can be large or run the other way; the % refers to the polarisation; note: % is set by controls: 0 for no effect and ±100 for the full control effect
POLI inh = inhibitors of human DNA polymerase iota | Q9UNA4 | Pol iota fluorescent replication assay, 10 min | Potency, µM (titrated, usually from 115 µM), for inactives: top-dose activity, negative = inhibition, actives largely listed as inhibitors | hit rate 1% among 390,000 | AID 588590
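Fluorescent replication assay read twice, at 0 min and 10 min after adding 50 nM (final) substrate. Enzyme (10 nM) and compounds were first incubated 15 min at room temperature; enzyme-free buffer wells were negative controls.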
GLS inhibitor = blocks human kidney-isoform glutaminase activity; O94925; GLS enzymatic activity, qHTS titration; Potency, µM (highest dose often 45.5 µM), without a hit: at the top dose activity change, negative = inhibition, actives largely listed as inhibitors; hit rate 0.21% among 410,000; AID 624170; note: % is set by controls: 0 for no effect and ±100 for the full control effect
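Assay buffer: 45 mM KH2PO4 pH 8.2, 0.02% Tween-20. hKGA acts on L-glutamine (1 mM solution added); product glutamate is reported by an oxidase/peroxidase Amplex Red coupling, with fluorescence taken at baseline and 30 min.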
BLM inh = blocks DNA unwinding by human BLM helicase | P54132 | recombinant BLM DNA unwinding, fluorescence dequenching | Potency, µM (series often up to 56.1 µM), without a hit: at the top dose activity change, negative = inhibition, actives largely listed as inhibitors | hit rate 0.2% among 350,000;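 note: plate controls were vehicle for no effect and no enzyme for full effect; nearly all actives have a fitted effect of over 35% in size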
PGK inhibitor = blocks T. brucei phosphoglycerate kinase | PGK/GAPDH coupled, Kinase-Glo luminescence, 60 min | Potency, µM (doses to about 57.5 µM), for the others: at the highest dose activity change, negative = inhibition, usual class: inhibitors | hit rate 0.043% among 380,000 | AID 602233; note: % is set by controls: 0 for no effect and ±100 for the full control effect; nearly all actives have a fitted effect of over 60% in size
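Luminescent ATP detection (Kinase-Glo Plus) follows a 60-minute room-temperature incubation, with wells lacking PGK as controls. Buffer: 100 mM TEA (pH 7.6), 5 mM MgCl2, 0.01% Tween-20. Coupling enzyme GAPDH (100 nM final) supplies unstable 1,3-BPG in-well.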
JMJD2A Tudor = blocks the human JMJD2A Tudor domain; Potency, µM (doses to about 114 µM), inactives show at the top dose activity change, negative = inhibition, actives largely listed as inhibitors; O75164; hit rate 4.4% among 390,000; AID 504339; AlphaScreen JMJD2A-Tudor / H3K4me3 peptide binding; note: % is set by controls: 0 for no effect and ±100 for the full control effect; nearly all actives have a fitted effect of over 50% in size
HP1b chromo inh = inhibitors of HP1-beta chromodomain binding to methylated histone tails; P83916; AlphaScreen HP1-beta / biotin-H3K9me3 peptide binding; Potency, µM (top dose mostly 114 µM), for the others: at the highest dose activity change, negative = inhibition, most hits filed as inhibitors; hit rate 0.56% among 390,000; note: nearly all actives have a fitted effect of over 70% in size; inactives centre near 23
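HP1-beta protein (50 nM final) preincubated 30 min at room temperature with biotinylated H3(1-18)K9me3 peptide (50 nM) in PBS pH 7.4, 0.01% Tween-20, then compound added for 30 min. AlphaScreen streptavidin donor/nickel chelate acceptor beads (10 ug/mL final), 30 min dark, luminescence read.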
BAZ2B block = blocks human BAZ2B. AlphaScreen BAZ2B-H3K14Ac peptide displacement. Potency, µM (titrated, usually from 114 µM), inactives show at the highest dose activity change, negative = inhibition, hits mostly inhibitors. Q9UIF8. hit rate 4.4% among 360,000; note: % is set by controls: 0 for no effect and ±100 for the full control effect; nearly all actives have a fitted effect of over 60% in size
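In this displacement format the biotinylated H3(5-23) peptide acetylated at Lys14 serves as ligand at 50 nM, with BAZ2B at 50 nM in PBS pH 7.4 containing 0.01% Tween-20. Donor and acceptor beads are 10 ug/mL final.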
G9a block = inhibitors of human histone lysine methyltransferase G9a; G9a H3K9 monomethylation, AlphaScreen, 2 h; hit rate 8.8% among 350,000; Potency, µM (series often up to 102 µM), for the others: at the highest dose activity, negative = inhibition, usual class: inhibitors; AID 504332; note: % is set by controls: 0 for no effect and ±100 for the full control effect; nearly all actives have a fitted effect of over 75% in size
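Enzyme 20 nM + cpd, 15 min RT; add b-H3K9 pep 500 nM / SAM 20 uM; 2 h RT; anti-H3K9me1 Ab 0.5 ug/mL + SA donor / anti-rabbit acceptor beads 20 ug/mL each, 10 min; AlphaScreen read.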
* marks the source's active call; other numbers are inactive results; i = inactive; u = inconclusive; x = not tested or not shown; & = joins results of further samples; [ ] = remark or other dose. Unless noted, calls come from the whole dose curve; as a rule, active = well fitted curve in the direction sought with a large enough effect; inconclusive = small, poorly fitted or top-dose-only effect, or another doubt; inactive = no such curve, though single readings can be large; an effect the other way counts as inactive or inconclusive. Potency is the fitted concentration of half-maximal effect. These rows are one share of the data (hit frequency here may not be typical).

Start of the listing, in advance (six entries):
SMILES	Pin1 inh	POLI inh	GLS inhibitor	BLM inh	PGK inhibitor	JMJD2A Tudor	HP1b chromo inh	BAZ2B block	G9a block
O=S(=O)(NCc1ccccc1)c1ccc(S(=O)(=O)N(Cc2cccs2)CC2CCCO2)cc1 (centres undefined)	u	-7%	0%	-3%	-7%	-8%	10%	0%	u
COc1ccccc1N1CCN(C(=O)c2cccc(N3C(=O)NC4CC3(C)Oc3ccccc34)c2)CC1 (centres undefined)	1%	1%	13%	-3%	6%	-9%	16%	-8%	-31%[59 µM]
CCOC(=O)c1ccccc1NC(=O)N1CCC(N2CCN(Cc3ccccc3)C(=O)C2=O)CC1	1%	29%	7%	-4%	-7%	-9%	60%[activator]	1%	3%[59 µM]
O=C(O)Cn1c(CCS(=O)(=O)c2ccc(Br)cc2)nc2ccccc21	5%	74%[activator]	0%	0%	-10%	-16%	-3%	-18%	45µM*
Cc1cccc(CSCc2ccc(C(=O)NC(C)C)o2)c1	0%	5%	0%	-3%	7%	-4%	12%	-22%	0%
CCn1cc(-c2cc(C(=O)O)c3ccccc3n2)c(C)n1	-6%	0%	3%	-8%	0%	-13%	25%	-2%	-9%

Results, from the first entry:
SMILES	Pin1 inh	POLI inh	GLS inhibitor	BLM inh	PGK inhibitor	JMJD2A Tudor	HP1b chromo inh	BAZ2B block	G9a block
O=S(=O)(NCc1ccccc1)c1ccc(S(=O)(=O)N(Cc2cccs2)CC2CCCO2)cc1 (centres undefined)	u	-7%	0%	-3%	-7%	-8%	10%	0%	u
COc1ccccc1N1CCN(C(=O)c2cccc(N3C(=O)NC4CC3(C)Oc3ccccc34)c2)CC1 (centres undefined)	1%	1%	13%	-3%	6%	-9%	16%	-8%	-31%[59 µM]
CCOC(=O)c1ccccc1NC(=O)N1CCC(N2CCN(Cc3ccccc3)C(=O)C2=O)CC1	1%	29%	7%	-4%	-7%	-9%	60%[activator]	1%	3%[59 µM]
O=C(O)Cn1c(CCS(=O)(=O)c2ccc(Br)cc2)nc2ccccc21	5%	74%[activator]	0%	0%	-10%	-16%	-3%	-18%	45µM*
Cc1cccc(CSCc2ccc(C(=O)NC(C)C)o2)c1	0%	5%	0%	-3%	7%	-4%	12%	-22%	0%
CCn1cc(-c2cc(C(=O)O)c3ccccc3n2)c(C)n1	-6%	0%	3%	-8%	0%	-13%	25%	-2%	-9%
CCC(=O)Nc1cccc(-c2cn3ccsc3n2)c1	-3%	14%	-4%	-1%	-1%	-3%	29%	1%	u
Cc1cc(C(=O)c2ccc(C(C)(C)C)cc2)c(NC(=O)CCl)s1	1%	8%	3%	-11%	-4%	u	-11%	-32%	32µM*
Cc1ccc(C)c(OCC(O)CN2CCC(Cc3ccccc3)CC2)c1 (centres undefined)	1%	11%	7%	2%	5%	9%	47%[activator]	-27%	-43%
CCCn1nc(CC(=O)OCC)c2ccccc2c1=O	-6%	6%	-8%	-4%	-10%	1%	29%	-8%	-3%[0.0925 µM]
CC(C)CC(O)(CC(C)C)C(=O)NNc1ccccc1	7%	7%	19%	2%	-4%	-11%	44%	9%	u
C[n+]1ccccc1/C=C/c1ccc(C#N)cc1	-12%	47%[activator]	2%	-4%	-2%	22µM*	u	45µM*	7%[0.501 µM]
O=C(NCc1ccccn1)C1CN(S(=O)(=O)c2ccccc2)CCN1S(=O)(=O)c1ccccc1 (centres undefined)	5%	37%[activator]	4%	-1%	i	-16%	39%[activator]	-22%	8%
Cc1cnc(NC(=O)CSc2ccc(Cl)cc2)s1	-13%	10%	0%	-5%	4%	-22%	28%	4%	49%[12.7 µM]
Cc1ccc(CSc2nnc(-c3cnccn3)n2C)cc1	1%	57%[activator]	4%	-3%	-5%	-9%	1%	-4%	0%
C=CCOC(=O)C1=C(C)Nc2nc3ccccc3n2C1c1ccncc1 (centres undefined)	3%	3%	0%	-15%	17%	-8%	29%	9%	-34%
CCCCCn1c(=N)c(S(=O)(=O)c2ccccc2)cc2c(=O)n3ccccc3nc21	u	22%	-4%	-1%	i	0%	20%	0%	-5%[59 µM]
Cc1cc(Nc2cccc(C(F)(F)F)c2)n2nc(C)nc2n1	0%	20%	6%	-1%	-10%	-12%	11%	7%	-28%[12.7 µM]
O=C(Nc1ccc(Br)cc1)c1cc(S(=O)(=O)Nc2ccccn2)ccc1Cl	3%	3%	-9%	-4%	-11%	-12%	39%[activator]	-3%	-8%
O=C(CN1CCCCC1)Nc1ccc(S(=O)(=O)N2CCCCCC2)cc1	-3%	33%[activator]	0%	1%	6%	-15%	19%	3%	u
NC(=O)COC(=O)c1ccccc1OCc1ccccc1	-10%	9%	11%	0%	11%	-5%	46%[activator]	-8%	11%
Nc1nc2n(n1)C(c1ccc(F)cc1)CC(c1ccc(F)cc1)N2 (centres undefined)	-1%	-6%	18%	-3%	-2%	-9%	50%	-2%	-7%
COc1cc(/C=C2/SC(=S)N(Cc3ccccc3)C2=O)ccc1O	62%[activator]	40µM*	1%	-20%	-15%	40µM*	u	40µM*	45µM*
CC1=C(C(=O)OCC2CCCO2)C(c2cccc(O)c2)NC(=O)N1 (centres undefined)	0%	15%	13%	-2%	-2%	-6%	9%	-14%	4%[59 µM]
CCOC(=O)C1CCCN(c2cc(=O)n(Cc3ccc(F)cc3)c(=O)[nH]2)C1 (centres undefined)	2%	40%[activator]	1%	1%	-6%[11.5 µM]	-1%	41%[activator]	-3%	17%
CCC(=O)Nc1ccnc(-c2cccnc2)n1	1%	10%	-13%	-1%	-3%	-6%	24%	-3%	80%[activator][59 µM]
COC(=O)c1c(C)[nH]c(O)c1C=Nc1ccc(Oc2ccccc2)cc1	-22%	26%	-7%	-4%	-5%	u	-20%	-17%	-21%
CCCCN(C)C(=O)c1cc2cc([N+](=O)[O-])cc(OC)c2oc1=O	1%	74%[activator]	-9%	-12%	-3%	-9%	45%[activator]	2%	-18%
COc1cc2[nH]c(-c3ccc(C)cc3)cc(=O)c2cc1OC	-9%	-19%	1%	2%[75.6 µM]	i	-15%	50%[activator]	1%	0%&-16%
c1csc(Cn2nnnc2CN2CCN(c3nc4ccccc4s3)CC2)c1	3%	u	0%	-7%	-8%	-24%	41%[activator]	-9%	u
CC(=O)OCC12COC3c4ccccc4OC(C)(CC1C)C3C2C (centres undefined)	4%	110%[activator]	8%	-3%	-9%	-6%	19%	5%	-2%
Cc1ccc(C(=O)Nc2ncccc2O)o1	-3%	u	30%	x	3%	3.5µM*	-17%	u	6%[12.7 µM]
Cn1c(=O)oc2cc(S(=O)(=O)NCCN3CCN(c4ccccc4F)CC3)ccc21	-1%	-28%	6%	2%	-4%	-17%	31%	-2%	-13%
O=C(CNS(=O)(=O)c1ccc(F)cc1)N1CCCCCC1	4%	38%[activator]	2%	-5%	3%	-4%	-3%	-10%	x
Cc1ccc(C(=O)NCC(=O)OCC(=O)/C=C2\N(C)c3ccccc3C2(C)C)cc1C	u	5%	44%[activator]	-7%	-1%	u	-15%	-1%	10%[59 µM]
C/C(=N\NC(=O)c1ccc2c(c1)OCO2)c1ccc(NS(C)(=O)=O)cc1	3%	-22%[58.9 µM]	-10%	x	i	2%	13%	x	x
COc1ccc(CNc2nc3nc(C)c(Cl)c(=O)n3[nH]2)cc1OC	-8%	3%	-4%	-1%	-9%	-5%[57.1 µM]	73%[activator]	u	-48%[12.7 µM]
CC(=O)c1cccc(NC(=O)c2ccc(-n3c(C)nnc3C)cc2)c1	-6%	8%	9%	1%	7%	1%	13%[57 µM]	1%	4%[59 µM]
CCOC(=O)c1c(NC(=O)CN2C(=O)NC3(CCC(C)CC3)C2=O)sc(C(=O)N(C)C)c1C (centres undefined)	19%	20%	5%	x	i	-26%	26%	5%	2%
COc1ccccc1C(=O)CSc1n[nH]c(N)n1	0%	8%	34%[activator]	-9%	-1%	-27%	43%[activator]	-6%	u
